CCR6 antag = CCR6 receptor antagonists, primary screen, cell-based, CHO-K1, luminescence, beta-arrestin, uHTS; C-C chemokine receptor type 6 (Homo sapiens), P51684; CHO-K1 CCR6 PathHunter beta-arrestin, CCL20-stimulated; inhibition, % at 20 µM; hit rate 0.49% among 340,000; AID 493098, 2011;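 active means compounds whose inhibition of the agonist-driven luminescence signal at 20 µM reaches about 50%, limit read from the data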;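 further: cells stimulated with CCL20 at 14 nM final; plate controls were DMSO with CCL20 for no effect and DMSO without agonist for full effect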
Target sequence (P51684 whole entry, looked up): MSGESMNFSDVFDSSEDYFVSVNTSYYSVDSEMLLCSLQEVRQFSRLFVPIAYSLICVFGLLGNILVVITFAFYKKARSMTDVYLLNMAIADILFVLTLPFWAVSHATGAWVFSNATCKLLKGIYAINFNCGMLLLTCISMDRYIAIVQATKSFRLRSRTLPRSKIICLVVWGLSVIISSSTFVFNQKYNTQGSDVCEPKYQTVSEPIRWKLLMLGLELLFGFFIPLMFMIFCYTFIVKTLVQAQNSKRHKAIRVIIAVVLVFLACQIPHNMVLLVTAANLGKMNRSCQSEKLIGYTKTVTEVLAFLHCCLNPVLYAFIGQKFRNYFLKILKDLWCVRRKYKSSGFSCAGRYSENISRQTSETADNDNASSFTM
UBC13 polyUb = UBC13 polyubiquitin chain formation inhibitors, primary screen, biochemical, TR-FRET, uHTS; Ubiquitin-conjugating enzyme E2 N (Homo sapiens), P61088; inhibition, % at 20 µM; hit rate 0.47% among 330,000; in the data active means inhibition above about 45%, passing the limit was not always enough
Target sequence (P61088 whole entry, looked up): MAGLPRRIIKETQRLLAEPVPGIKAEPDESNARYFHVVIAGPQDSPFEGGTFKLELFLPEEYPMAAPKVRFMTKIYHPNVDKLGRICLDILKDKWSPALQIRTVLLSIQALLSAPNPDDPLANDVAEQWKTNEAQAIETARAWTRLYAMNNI
CXCR6 inh = CXCR6 receptor inhibitors, primary screen, cell-based, beta-arrestin, luminescence, CHO-K1 PathHunter, 1536-well | AID 602244, 2012 | hit rate 0.36% among 360,000 | inhibition, % at 20 µM; in the data active means inhibition above about 34%, passing the limit was not always enough;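 further: antagonist mode with CXCL16 agonist at 10 nM final; 0% = 10 nM CXCL16 with DMSO and 100% = unstimulated wells without agonist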
Gli-Sufu block = Gli-Sufu pathway antagonists, primary screen, luciferase luminescence, Sufu-KO-LIGHT cells, uHTS; inhibition, % at 5 µM; hit rate 0.74% among 340,000; Sufu-KO-LIGHT fibroblasts, Gli luciferase reporter luminescence;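 active means inhibition above about 55%, limit read from the data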;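 further: 0% = DMSO-treated cells and 100% = wells with medium but no cells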
EBI2 block = EBI2 receptor antagonists, beta-arrestin recruitment, primary screen, cell-based, luminescence, 7a,25-OHC stimulation, uHTS; hit rate 0.81% among 360,000; AID 651636, 2012; inhibition, % at 5 µM; 7a,25-OHC stimulated; in the data active means inhibition above about 38%;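 further: enzyme fragment complementation signal reports receptor beta-arrestin coupling in cells; 0% = agonist plus DMSO wells and 100% = wells without agonist; some results beyond the cut were filed as inactive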
APJ antag = antagonists of human apelin receptor APJ, primary screen, CHO-K1 cells, beta-arrestin complementation, luminescence | inhibition, % at 20 µM | hit rate 0.32% among 330,000;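 active means inhibition above about 40% at 20 µM, limit read from the data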;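 further: cells challenged with 10 nM apelin-13 agonist together with compound; plate controls were apelin-13 plus DMSO wells for no effect and DMSO wells lacking apelin-13 for full effect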
Target sequence (P35414 whole entry, looked up): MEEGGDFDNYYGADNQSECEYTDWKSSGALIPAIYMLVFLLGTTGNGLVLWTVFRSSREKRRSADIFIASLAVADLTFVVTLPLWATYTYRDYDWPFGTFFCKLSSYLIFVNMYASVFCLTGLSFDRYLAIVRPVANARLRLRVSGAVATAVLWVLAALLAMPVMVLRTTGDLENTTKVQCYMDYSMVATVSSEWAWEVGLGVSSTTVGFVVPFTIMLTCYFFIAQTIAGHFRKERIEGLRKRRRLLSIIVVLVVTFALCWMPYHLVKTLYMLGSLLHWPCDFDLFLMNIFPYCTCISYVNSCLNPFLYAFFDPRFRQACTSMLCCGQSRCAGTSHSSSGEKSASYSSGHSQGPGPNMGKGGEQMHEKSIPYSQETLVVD
Jurkat NFkB inh = inhibitors of induced NF-kB luciferase reporter, primary screen, TCR NF-kB activation inhibitor project, cell-based, luminescence, uHTS; Jurkat, PMA/ionomycin-induced NF-kB luciferase reporter; inhibition, % at 4 µM; hit rate 0.53% among 330,000; AID 435003, 2010; in the data active means inhibition above about 50%
697 NFkB inh = inhibitors of PMA/ionomycin-induced NF-kB reporter, 697 cells, primary screen, B-cell NF-kB inhibitor project, cell-based, luminescence, uHTS; 697 B-cell NF-kB luciferase reporter, 16 h; inhibition, % at 4 µM; hit rate 0.33% among 330,000; in the data active means inhibition above about 35%
Starred values were filed as active, the others as inactive; & = joins results of further samples.

Cc1cc(C(=O)COc2ccc(F)cc2Br)c(C)n1C was read as CCR6 antag 5, UBC13 polyUb -2, CXCR6 inh 8, Gli-Sufu block -6, EBI2 block -2, APJ antag -8, Jurkat NFkB inh -6 and 697 NFkB inh -9.
O=C(O)C1C2CCC(O2)C1C(=O)Nc1cccc(F)c1 (stereo not drawn) was read as UBC13 polyUb 6, APJ antag 3, Jurkat NFkB inh -6 and 697 NFkB inh 1.
`CC1=C(C(=O)OCc2ccccc2)C(c2ccccn2)c2c(n(C)c(=O)n(C)c2=O)N1` (stereo not drawn) gave CCR6 antag 14&-17, UBC13 polyUb 2, CXCR6 inh 6&3, Gli-Sufu block 1&6, EBI2 block 2&-5, APJ antag 30, Jurkat NFkB inh 3 and 697 NFkB inh 4.
Screening CSCCC(NC(=O)c1ccccc1Cl)C(=O)NCc1ccncc1 (stereo not drawn) returned CCR6 antag 9, UBC13 polyUb 2, CXCR6 inh 4, Gli-Sufu block 0, EBI2 block -4, APJ antag 11, Jurkat NFkB inh 2 and 697 NFkB inh 23.
Cc1cccc(Nc2ccccc2C(=O)OCC(=O)N(C)C2CCS(=O)(=O)C2)c1C (stereo not drawn) was read as CCR6 antag 8, UBC13 polyUb 12, CXCR6 inh 12, Gli-Sufu block 1, EBI2 block 12, APJ antag 5, Jurkat NFkB inh -4 and 697 NFkB inh 14.
For CCCCSCCCNC(=O)C1CCC(CNS(=O)(=O)c2ccccc2)CC1 (stereo not drawn) the results were CCR6 antag 0, UBC13 polyUb 0, CXCR6 inh 4, Gli-Sufu block 7, EBI2 block 5, APJ antag 9, Jurkat NFkB inh 5 and 697 NFkB inh 13.
COc1ccccc1C(=O)N/C(=C\c1ccccc1)C(=O)NCc1ccco1 was read as CCR6 antag 4, UBC13 polyUb 5, CXCR6 inh 6, Gli-Sufu block 9, EBI2 block 3, APJ antag 8, Jurkat NFkB inh 6 and 697 NFkB inh 6.
For Cc1ccc(C2(C)NC(=O)N(CC(=O)NC(=O)NCCC(C)C)C2=O)cc1 (stereo not drawn) the results were CCR6 antag -6, UBC13 polyUb 9, CXCR6 inh 4, Gli-Sufu block 6, EBI2 block -2, APJ antag 18, Jurkat NFkB inh 3 and 697 NFkB inh 10.
`CCN(C(=O)COC(=O)c1ccc(COc2ccc3c(C)cc(=O)oc3c2)cc1)C1CCS(=O)(=O)C1` (stereo not drawn) gave CCR6 antag -1, UBC13 polyUb 16, CXCR6 inh -5, Gli-Sufu block -5, EBI2 block 2, APJ antag 12, Jurkat NFkB inh -7 and 697 NFkB inh -9.
Screening CN1CCN(c2ccc(S(=O)(=O)N3CCCCC3)cc2NC(=O)CSCc2ccccc2)CC1 returned CCR6 antag 10, UBC13 polyUb 9, CXCR6 inh 5, Gli-Sufu block 15, EBI2 block -7, APJ antag 5, Jurkat NFkB inh -8 and 697 NFkB inh 2.
For O=C(O)c1ccc(N=NN2CCCC2)cc1 the results were CCR6 antag -7, UBC13 polyUb -10, CXCR6 inh 2, Gli-Sufu block -7, EBI2 block -12, APJ antag 1, Jurkat NFkB inh -13 and 697 NFkB inh 25.
CCC(C)(C)NC(=O)C(c1ccc(C)o1)N(Cc1cccs1)C(=O)Cn1nnc2ccccc21 (stereo not drawn) was read as CCR6 antag 12, UBC13 polyUb -1, CXCR6 inh 9, Gli-Sufu block -4, EBI2 block -25, APJ antag -15, Jurkat NFkB inh -5 and 697 NFkB inh -16.
For CCCNC(=O)c1cc2nc(-c3ccccc3)cc(C(F)(F)F)n2n1 the results were CCR6 antag 1, UBC13 polyUb -4, CXCR6 inh 5, Gli-Sufu block 4, EBI2 block 4, APJ antag 5, Jurkat NFkB inh -17 and 697 NFkB inh -5.
Screening O=C(CCC1CCCCC1)NCCS(=O)(=O)N1CCN(c2ccccc2)CC1 returned CCR6 antag 2, UBC13 polyUb -5, CXCR6 inh 3, Gli-Sufu block -2, EBI2 block 4, APJ antag 18, Jurkat NFkB inh 8 and 697 NFkB inh -1.
Screening CCOc1ccc(N(CC(=O)N2CCCC2)S(=O)(=O)c2ccc(F)cc2)cc1 returned CCR6 antag 10, UBC13 polyUb 0, CXCR6 inh -3, Gli-Sufu block 1, EBI2 block -3, APJ antag 11, Jurkat NFkB inh 14 and 697 NFkB inh 11.
`Nc1ncnc2c1CCC2` gave CCR6 antag 7, UBC13 polyUb 7, CXCR6 inh -2, Gli-Sufu block -7, EBI2 block -1, APJ antag 9, Jurkat NFkB inh -1 and 697 NFkB inh 18.
Screening CC(C)(C)NCC(O)COc1ccccc1C(C)(C)C (stereo not drawn) returned CCR6 antag -7, UBC13 polyUb 7, CXCR6 inh -1, Gli-Sufu block 2, EBI2 block -7, APJ antag 12, Jurkat NFkB inh 23 and 697 NFkB inh 9.
For CSc1ncccc1C(=O)OCC(=O)Nc1cccc(S(=O)(=O)N2CCOCC2)c1 the results were CCR6 antag 9, UBC13 polyUb -4, CXCR6 inh 8, Gli-Sufu block 6, EBI2 block 1, APJ antag -4, Jurkat NFkB inh 1 and 697 NFkB inh -9.
`COc1ccccc1NC(=O)N1CCN(c2cccc(C(F)(F)F)c2)CC1` gave CCR6 antag 4, UBC13 polyUb -12, CXCR6 inh -3, Gli-Sufu block 10, EBI2 block -8, APJ antag 18, Jurkat NFkB inh -4 and 697 NFkB inh -14.
Screening CC(=O)c1c(COC(=O)c2ccc(F)cc2)nc2ccccc2[n+]1[O-] returned CCR6 antag 6, UBC13 polyUb -4, CXCR6 inh 4, Gli-Sufu block 0, EBI2 block -3, APJ antag -2, Jurkat NFkB inh 6 and 697 NFkB inh 32.
For O=C(Nc1cc2c3c(c1)C1CCCC1CN3CC1CCCC21)c1ccccc1 (stereo not drawn) the results were CCR6 antag 5, UBC13 polyUb 9, CXCR6 inh 12, Gli-Sufu block -1, EBI2 block 1, APJ antag -7, Jurkat NFkB inh -23 and 697 NFkB inh -8.
COc1ccccc1/C=C/C(=O)NCCC1=CCCCC1 was read as CCR6 antag 13, UBC13 polyUb -6, CXCR6 inh -6, Gli-Sufu block -63, EBI2 block 12, APJ antag 12, Jurkat NFkB inh -88 and 697 NFkB inh -117.
`CC(C)C12CN(C(=O)c3ccccc3[N+](=O)[O-])CC(C(C)C)(CN(C(=O)c3ccccc3[N+](=O)[O-])C1)C2=O` gave CCR6 antag 10, UBC13 polyUb 2, CXCR6 inh -4, Gli-Sufu block 8, EBI2 block 2, APJ antag -4, Jurkat NFkB inh 1 and 697 NFkB inh 6.
`N#C/C(=C(/O)c1ccccc1F)c1nc2cc(C(F)(F)F)ccc2s1` gave CCR6 antag 2, UBC13 polyUb -2, CXCR6 inh -5, Gli-Sufu block -16, EBI2 block -1, APJ antag -9, Jurkat NFkB inh 3 and 697 NFkB inh -9.
Screening C/C(=N\NC(=O)c1cccc(S(=O)(=O)N2CCCC2)c1)c1ccncc1 returned CCR6 antag 13, UBC13 polyUb 3, CXCR6 inh 5, Gli-Sufu block -2, EBI2 block 3, APJ antag 5, Jurkat NFkB inh -5 and 697 NFkB inh 5.
Screening CCOC(=O)C1CCN(C(=O)CSc2nc3ncccc3[nH]2)CC1 returned CCR6 antag -7, UBC13 polyUb 3, CXCR6 inh 2, Gli-Sufu block 0, EBI2 block -3, APJ antag 9, Jurkat NFkB inh 9 and 697 NFkB inh 22.
Screening COc1ccc(-n2nc(C(=O)NCCCN3CCCC3=O)c3c4ccccc4n(C)c3c2=O)cc1Cl returned CCR6 antag -6, UBC13 polyUb 39, CXCR6 inh 7, Gli-Sufu block 26, EBI2 block 3, APJ antag 21, Jurkat NFkB inh 1 and 697 NFkB inh -4.
Cc1ccc(C(=O)NC(=S)Nc2cc(-c3nc4ccccc4s3)ccc2C)cc1 was read as CCR6 antag 17, UBC13 polyUb 2, CXCR6 inh 5, Gli-Sufu block 8, EBI2 block 2, APJ antag 24, Jurkat NFkB inh -148 and 697 NFkB inh -156.
Screening O=C(O)CSCc1ccc(Cl)cc1 returned CCR6 antag -6, UBC13 polyUb 10, CXCR6 inh -1, Gli-Sufu block -34, EBI2 block -7, APJ antag 6, Jurkat NFkB inh -10 and 697 NFkB inh -8.
Cc1ccc(C(=O)OCC(=O)Nc2ccc(N(C)C)cc2)cc1NC(=O)c1ccco1 was read as CCR6 antag -2, UBC13 polyUb 4, CXCR6 inh -4, Gli-Sufu block 3, EBI2 block 0, APJ antag 0, Jurkat NFkB inh 0 and 697 NFkB inh 8.
`CSC1=N/C(=C\c2ccc(Cl)cc2)C(=O)N1N(C)C` gave CCR6 antag 2, UBC13 polyUb 2, CXCR6 inh -4, Gli-Sufu block 4, EBI2 block -5, APJ antag -18, Jurkat NFkB inh -11 and 697 NFkB inh 6.
Screening CCCCC(=O)Nc1ccc2c(c1)nc1n2CCN(CCOC)C1 returned CCR6 antag -14, CXCR6 inh -2, Gli-Sufu block -6 and EBI2 block 3.
Screening O=C1CCC([N+](=O)[O-])C(c2cccc(Cl)c2Cl)N1 (stereo not drawn) returned CCR6 antag -16, UBC13 polyUb -4, CXCR6 inh -21, Gli-Sufu block 4, EBI2 block 4, APJ antag -17, Jurkat NFkB inh -14 and 697 NFkB inh -1.
Screening COC(=O)c1c(-c2ccccc2OC)sc2ccc(OC)cc12 returned CCR6 antag 21, UBC13 polyUb 18, CXCR6 inh 6, Gli-Sufu block -19, EBI2 block 1, APJ antag 0, Jurkat NFkB inh -13 and 697 NFkB inh 8.
`O=c1cc(-c2ccccc2)nc2cc(-c3ccc(F)cc3)[nH]n12` gave CCR6 antag -13, UBC13 polyUb -1, CXCR6 inh -15, Gli-Sufu block -40, EBI2 block 7, APJ antag -21, Jurkat NFkB inh -8 and 697 NFkB inh -85.

Retrieved one by one from the list above:
Screening CCOC(=O)C1CCN(C(=O)CSc2nc3ncccc3[nH]2)CC1 returned CCR6 antag -7, UBC13 polyUb 3, CXCR6 inh 2, Gli-Sufu block 0, EBI2 block -3, APJ antag 9, Jurkat NFkB inh 9 and 697 NFkB inh 22.
`O=c1cc(-c2ccccc2)nc2cc(-c3ccc(F)cc3)[nH]n12` gave CCR6 antag -13, UBC13 polyUb -1, CXCR6 inh -15, Gli-Sufu block -40, EBI2 block 7, APJ antag -21, Jurkat NFkB inh -8 and 697 NFkB inh -85.

Structures above containing an aryl thioether with sulfur outside any ring:
For CSc1ncccc1C(=O)OCC(=O)Nc1cccc(S(=O)(=O)N2CCOCC2)c1 the results were CCR6 antag 9, UBC13 polyUb -4, CXCR6 inh 8, Gli-Sufu block 6, EBI2 block 1, APJ antag -4, Jurkat NFkB inh 1 and 697 NFkB inh -9.
Screening CCOC(=O)C1CCN(C(=O)CSc2nc3ncccc3[nH]2)CC1 returned CCR6 antag -7, UBC13 polyUb 3, CXCR6 inh 2, Gli-Sufu block 0, EBI2 block -3, APJ antag 9, Jurkat NFkB inh 9 and 697 NFkB inh 22.

Of the compounds above, 2 contain a nitro group on carbon.
`CC(C)C12CN(C(=O)c3ccccc3[N+](=O)[O-])CC(C(C)C)(CN(C(=O)c3ccccc3[N+](=O)[O-])C1)C2=O` gave CCR6 antag 10, UBC13 polyUb 2, CXCR6 inh -4, Gli-Sufu block 8, EBI2 block 2, APJ antag -4, Jurkat NFkB inh 1 and 697 NFkB inh 6.
Screening O=C1CCC([N+](=O)[O-])C(c2cccc(Cl)c2Cl)N1 (stereo not drawn) returned CCR6 antag -16, UBC13 polyUb -4, CXCR6 inh -21, Gli-Sufu block 4, EBI2 block 4, APJ antag -17, Jurkat NFkB inh -14 and 697 NFkB inh -1.

Screens from PubChem BioAssay.
